Compound activity (PubChem)
Neddylation inh: cullin neddylation inhibition; TR-FRET cullin neddylation, biochemical; calls only at 25 µM; hit rate 0.58% among 360,000; in the data active = inhibition above about 36%
STEP inh: blocks human striatal-enriched tyrosine phosphatase. hit rate 0.25% among 360,000. P54829. recombinant STEP, OMFP fluorogenic substrate, fluorescence. inhibition, % at 20 µM. AID 588621;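 active = inhibition at 20 µM, scaled per plate between control wells, above about 37%, limit read from the data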;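 also: 0% = DMSO with enzyme and substrate and 100% = substrate only without enzyme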
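Test system: STEP tyrosine phosphatase / Reagent: OMFP at 25 µM / Doses: 20 µM, 1% DMSO / Read-out: percent inhibition scaled to no-enzyme and uninhibited-enzyme controls, plate-pattern corrected / Detection: FITC-channel fluorescence of OMFP product / Medium: Bis-Tris buffer pH 6.0, 2.5 mM DTT, 0.005% Tween 20 / Schedule: 20 min at room temperature, dark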
NadD inh: inhibitors of Staphylococcus aureus NadD; purified NadD enzyme, colorimetric absorbance read-out; inhibition, % at 20 µM; hit rate 0.78% among 360,000; in the data active = inhibition above about 26%; also: some compounds past the cut are filed as inactive
DNMT1 block: DNMT1 (human) enzyme inhibition; P26358; DNMT1 molecular beacon, Hinp1I cleavage, fluorescence; inhibition (reported as % activation of signal), % at 10 µM; hit rate 0.83% among 360,000; AID 588458; in the data active = inhibition above about 50%
Scp1 inh: blocks human Scp-1 phosphatase activity; Recombinant Scp1, phosphopeptide, malachite green phosphate absorbance; inhibition, % at 20 µM; hit rate 0.88% among 340,000;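 active = inhibition above about 50% at 20 µM, limit read from the data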;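 also: plate controls were DMSO wells with enzyme for no effect and wells lacking enzyme for full effect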
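Test system: SCP-1 phosphatase catalytic domain, residues 76-261 | Compound dosing: One concentration, 20 µM, with 1.0% DMSO | Schedule: 45 min room-temperature reaction, 5 min colour, 30 min stabiliser | Detection: Absorbance at 630 nm | Read-out basis: % inhibition of SCP-1 phosphate liberation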
CSN deneddyl inh: blocks human CSN-mediated cullin deneddylation; Q92905; Purified CSN, SCF-Nedd8-OG deneddylation, fluorescence polarization; inhibition, % at 12.5 µM; hit rate 0.38% among 360,000;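 active = pattern-corrected inhibition above about 35%, with an unprinted fluorescence ratio check between 0.5 and 1.5, limit read from the data, passing the limit was not always enough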;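 also: 0% = enzyme with substrate and 100% = substrate without enzyme; some results filed as inactive read as strong as hits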
Target sequence (Q92905 whole entry, looked up, one chain of several): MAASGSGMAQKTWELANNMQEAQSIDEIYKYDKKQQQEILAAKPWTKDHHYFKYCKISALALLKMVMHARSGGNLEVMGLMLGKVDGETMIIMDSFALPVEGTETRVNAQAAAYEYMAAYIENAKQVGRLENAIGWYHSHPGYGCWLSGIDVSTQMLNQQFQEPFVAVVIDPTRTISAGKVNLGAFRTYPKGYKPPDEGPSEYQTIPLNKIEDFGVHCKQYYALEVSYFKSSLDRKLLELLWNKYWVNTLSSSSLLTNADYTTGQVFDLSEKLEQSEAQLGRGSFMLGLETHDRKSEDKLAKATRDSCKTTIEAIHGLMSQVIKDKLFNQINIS
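Assay system: Purified human Csn5 enzyme expressed in HEK293T cells | Amount: Enzyme 0.24 nM | Measured by: Fluorescence polarization readout | Medium: Tris/NaCl/DTT buffer, pH 7.5 | Compound dosing: One concentration, 12.5 µM, 0.25% DMSO | Times: 90 min incubation of compound, enzyme and substrate at room temperature | Control set: no-enzyme wells high, enzyme-with-substrate wells low | Read-out: % inhibition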
LMPTP inh: blocks human LMPTP phosphatase | P24666 | recombinant LMPTP-A, OMFP fluorogenic substrate, fluorescence intensity | inhibition, % at 20 µM | hit rate 0.22% among 360,000 | AID 651560;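 active = compounds that cut the enzyme signal by at least half of the control window in the single-dose screen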;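 also: plate controls were DMSO wells with enzyme plus substrate for no effect and substrate without enzyme for full effect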
Target sequence (P24666 whole entry, looked up): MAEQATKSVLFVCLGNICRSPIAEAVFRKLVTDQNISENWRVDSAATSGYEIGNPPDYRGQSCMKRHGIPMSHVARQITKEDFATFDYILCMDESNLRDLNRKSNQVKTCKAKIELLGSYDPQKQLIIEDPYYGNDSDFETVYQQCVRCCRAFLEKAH
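material = LMPTP-A | quantity = 0.625 nM enzyme | reagent = OMFP substrate, 400 µM final | buffer or medium = Bis-Tris pH 6.0, DTT, detergent | detection = endpoint fluorescence intensity from OMFP dephosphorylation | dosing = single 20 µM dose | read-out basis = % inhibition relative to no-enzyme and uninhibited control wells | control set = no-enzyme and uninhibited controls | timing = 50 min at room temperature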
SUMO1-SIM PPI: modulators of human SUMO1-mediated protein-protein interactions; SUMO1 binding to a labelled peptide, TR-FRET, 1 h; P63165; hit rate 0.33% among 360,000; inhibition, % at 20 µM; in the data active = inhibition above about 37%
Target sequence (P63165 whole entry, looked up): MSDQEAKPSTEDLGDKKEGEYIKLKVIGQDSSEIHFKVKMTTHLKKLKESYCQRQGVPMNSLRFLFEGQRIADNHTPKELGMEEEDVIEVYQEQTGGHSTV
Rin1-Abl PPI inh: inhibitors of human Rin1-Abl protein interaction; P00519+Q13671; TR-FRET Rin1/Abl binding, biochemical; inhibition, % at 7.35 µM; hit rate 0.4% among 360,000; AID 588664; in the data active = inhibition above about 5%, passing the limit was not always enough
Rpn11 block: blocks the human proteasome subunit Rpn11 | calls only at 20 µM | hit rate 0.59% among 360,000 | O00487 | human 26S proteasome, Ub4-pepOG fluorescence polarization; 20S core pre-blocked with epoxomicin | AID 588493;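 active = inhibition at 20 µM, scaled to each plate's controls, above about 33%, limit read from the data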
Target sequence (O00487 whole entry, looked up): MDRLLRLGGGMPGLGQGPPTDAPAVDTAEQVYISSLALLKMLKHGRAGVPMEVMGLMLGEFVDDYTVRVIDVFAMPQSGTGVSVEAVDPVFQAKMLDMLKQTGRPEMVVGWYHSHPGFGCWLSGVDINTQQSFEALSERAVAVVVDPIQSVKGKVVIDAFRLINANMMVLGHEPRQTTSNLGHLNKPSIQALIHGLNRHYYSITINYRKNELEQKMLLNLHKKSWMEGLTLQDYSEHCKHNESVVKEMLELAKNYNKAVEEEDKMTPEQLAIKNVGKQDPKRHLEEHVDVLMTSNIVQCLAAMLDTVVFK
* = called active by the depositor.

For Cc1ccc(NC(=O)c2ccc(S(=O)(=O)N3CCC(C)CC3)cc2)cc1 the results were Neddylation inh inactive, STEP inh -2, NadD inh 2, DNMT1 block 0, Scp1 inh -8, CSN deneddyl inh 0, LMPTP inh -0.5, SUMO1-SIM PPI 1, Rin1-Abl PPI inh 0 and Rpn11 block inactive.
`CC(=O)Nc1ccc2nc(-c3ccco3)[nH]c2c1` gave STEP inh 0, NadD inh 5, DNMT1 block 0, Scp1 inh 0, CSN deneddyl inh 2, LMPTP inh 0.1, SUMO1-SIM PPI 4, Rin1-Abl PPI inh -5 and Rpn11 block inactive.
Screening CCCCn1c(N)c(NCc2ccccc2)c(=O)[nH]c1=O returned Neddylation inh inactive, STEP inh 4, NadD inh -3, DNMT1 block -5, Scp1 inh -15, CSN deneddyl inh -12, LMPTP inh 5.0, SUMO1-SIM PPI 1, Rin1-Abl PPI inh -2 and Rpn11 block inactive.
`Cc1ccc(-n2nc(C)c3c2OC(N)=C(C#N)C3c2ccc(C)o2)cc1` (stereo not drawn) gave Neddylation inh inactive, STEP inh 0, NadD inh -1, DNMT1 block -15, Scp1 inh -8, CSN deneddyl inh -2, LMPTP inh 1.0, SUMO1-SIM PPI -13, Rin1-Abl PPI inh 1 and Rpn11 block inactive.
For CC(C)(C)C(=O)NCc1ccc(C(=O)CSc2nnc3n2CCCCC3)s1 the results were Neddylation inh inactive, STEP inh 0, NadD inh 6, DNMT1 block -2, CSN deneddyl inh 1, LMPTP inh -1.3, SUMO1-SIM PPI -8, Rin1-Abl PPI inh -1 and Rpn11 block inactive.
NC(=O)CC(NC(=O)c1ccccc1)c1ccc(NCCCN2CCCC2=O)c([N+](=O)[O-])c1 (stereo not drawn) was read as Neddylation inh inactive, STEP inh -1, NadD inh -5, DNMT1 block 1, Scp1 inh -2, CSN deneddyl inh 2, LMPTP inh 1.1, SUMO1-SIM PPI -30, Rin1-Abl PPI inh -7 and Rpn11 block inactive.
`Cc1ccccc1C(=O)Nc1ccnn1C1CCN(Cc2ccncc2)CC1` gave Neddylation inh inactive, STEP inh -2, NadD inh -2, DNMT1 block 2, Scp1 inh -2, CSN deneddyl inh 1, LMPTP inh -3.9, SUMO1-SIM PPI 0, Rin1-Abl PPI inh 1 and Rpn11 block inactive.
N#Cc1c([N+](=O)[O-])cc([N+](=O)[O-])cc1S(=O)(=O)Cc1ccccc1 was read as Neddylation inh inactive, STEP inh 6, NadD inh -3, DNMT1 block 0, Scp1 inh -6, CSN deneddyl inh -2, LMPTP inh -0.1, SUMO1-SIM PPI -23, Rin1-Abl PPI inh 2 and Rpn11 block inactive.
Screening CCc1nnc(NC(=O)CCC(=O)N2CCN(S(=O)(=O)c3ccc(OC)cc3)CC2)s1 returned Neddylation inh inactive, STEP inh -2, NadD inh -6, DNMT1 block 3, Scp1 inh -3, CSN deneddyl inh 4, LMPTP inh -1.9, SUMO1-SIM PPI 0, Rin1-Abl PPI inh -1 and Rpn11 block inactive.
Screening CCOC(=O)CNC(=O)N1CCCC(N(C)CCc2ccccc2)C1 (stereo not drawn) returned Neddylation inh inactive, STEP inh -4, NadD inh -7, DNMT1 block -2, Scp1 inh -8, CSN deneddyl inh 2, LMPTP inh 0.3, SUMO1-SIM PPI 0, Rin1-Abl PPI inh 1 and Rpn11 block inactive.
COc1ccc(C)cc1NC(=O)NNC(=O)C(C)Oc1ccc(F)cc1Cl (stereo not drawn) was read as Neddylation inh inactive, STEP inh 3, NadD inh -6, DNMT1 block 1, Scp1 inh 4, CSN deneddyl inh -3, LMPTP inh -0.4, SUMO1-SIM PPI 2, Rin1-Abl PPI inh 1 and Rpn11 block inactive.
Screening CSCC[C@H](NC(=O)[C@H](Cc1ccccc1)n1c(=O)[nH]c2ccccc2c1=O)C(=O)NCC1CCC(C(=O)O)CC1 (stereo partly drawn) returned Neddylation inh inactive, STEP inh -1, NadD inh 6, DNMT1 block -7, Scp1 inh 1, CSN deneddyl inh 1, LMPTP inh -1.1, SUMO1-SIM PPI -1, Rin1-Abl PPI inh 1 and Rpn11 block inactive.
CN(C)S(=O)(=O)n1cnc(C(CCO)c2ncn(S(=O)(=O)N(C)C)c2CCCO)c1 (stereo not drawn) was read as Neddylation inh inactive, STEP inh -2, NadD inh -1, DNMT1 block 3, Scp1 inh -8, CSN deneddyl inh 1, LMPTP inh -1.8, SUMO1-SIM PPI -1, Rin1-Abl PPI inh 0 and Rpn11 block inactive.
`COc1ccc(-c2cn[nH]c2N)cc1OC` gave Neddylation inh inactive, STEP inh -3, NadD inh -1, DNMT1 block 2, Scp1 inh -6, CSN deneddyl inh -1, LMPTP inh -1.4, SUMO1-SIM PPI -1, Rin1-Abl PPI inh 2 and Rpn11 block inactive.
CCn1ccnc1CN(C)C(=O)c1cc(COc2c(F)cccc2F)on1 was read as Neddylation inh inactive, STEP inh 0, NadD inh -2, DNMT1 block 1, Scp1 inh -6, CSN deneddyl inh -4, LMPTP inh -0.4, SUMO1-SIM PPI -4, Rin1-Abl PPI inh 2 and Rpn11 block inactive.
O=C(CC1C(=O)N(c2ccc(Cl)cc2)C(=S)N1CCc1ccncc1)Nc1ccc(F)cc1 (stereo not drawn) was read as Neddylation inh inactive, STEP inh -4, NadD inh 9, DNMT1 block -9, Scp1 inh 5, CSN deneddyl inh 7, LMPTP inh 2.0, SUMO1-SIM PPI 4, Rin1-Abl PPI inh 1 and Rpn11 block inactive.
Screening O=C(COc1cc2oc(=O)c3c(c2cc1Cl)CCC3)NCC1CCC(C(=O)O)CC1 (stereo not drawn) returned Neddylation inh inactive, STEP inh 3, NadD inh -2, DNMT1 block 4, Scp1 inh 1, CSN deneddyl inh 0, LMPTP inh -0.5, SUMO1-SIM PPI 1, Rin1-Abl PPI inh -1 and Rpn11 block inactive.
For O=C(c1cccc(Cl)c1)N1CCN(S(=O)(=O)c2ccc(Cl)s2)CC1 the results were Neddylation inh inactive, STEP inh 2, NadD inh -1, DNMT1 block 1, Scp1 inh -8, CSN deneddyl inh 4, LMPTP inh -0.6, SUMO1-SIM PPI 4, Rin1-Abl PPI inh 1 and Rpn11 block inactive.
Screening CCc1nc(SCC(=O)Nc2ccccc2C(=O)OC)n[nH]1 returned Neddylation inh inactive, STEP inh 0, NadD inh 3, DNMT1 block -7, Scp1 inh 12, CSN deneddyl inh 0, LMPTP inh 1.3, SUMO1-SIM PPI 0, Rin1-Abl PPI inh -2 and Rpn11 block inactive.
`CC1(C)C(=O)N(c2ccccc2)C1c1ccccc1O` (stereo not drawn) gave Neddylation inh inactive, STEP inh -4, NadD inh -3, DNMT1 block 1, Scp1 inh 1, CSN deneddyl inh -2, LMPTP inh 0.7, SUMO1-SIM PPI -1, Rin1-Abl PPI inh -1 and Rpn11 block inactive.
For Cc1cc(NS(=O)(=O)Cc2ccccc2)cc(C)c1OCC(=O)N1CCOCC1 the results were Neddylation inh inactive, STEP inh 1, NadD inh -4, DNMT1 block -2, Scp1 inh 0, CSN deneddyl inh 1, LMPTP inh -2.1, SUMO1-SIM PPI 0, Rin1-Abl PPI inh -2 and Rpn11 block inactive.
Screening COc1ccc(NC(=O)CSc2cc(C)nc3c(-c4ccccc4)cnn23)cc1 returned Neddylation inh inactive, STEP inh -2, NadD inh 4, DNMT1 block 9, Scp1 inh -15, CSN deneddyl inh -3, LMPTP inh -1.1, SUMO1-SIM PPI 4, Rin1-Abl PPI inh 1 and Rpn11 block inactive.
CCCS(=O)(=O)N1CCCC(C(=O)N2CCN(c3ccccc3)CC2)C1 (stereo not drawn) was read as Neddylation inh inactive, STEP inh 1, NadD inh -7, DNMT1 block 0, Scp1 inh -10, CSN deneddyl inh -7, LMPTP inh 1.1, SUMO1-SIM PPI 3, Rin1-Abl PPI inh 3 and Rpn11 block inactive.
Screening Cc1ccc(C(=O)CSc2nnc(COc3ccc(C#N)cc3)n2-c2ccccc2)cc1 returned Neddylation inh inactive, STEP inh -1, NadD inh 6, DNMT1 block 9, Scp1 inh -9, CSN deneddyl inh 2, LMPTP inh 1.0, SUMO1-SIM PPI -5, Rin1-Abl PPI inh 2 and Rpn11 block inactive.
For Cn1c(SCC(=O)O)nnc1C1CCCCC1 the results were Neddylation inh inactive, STEP inh 1, NadD inh 0, DNMT1 block 2, Scp1 inh -3, CSN deneddyl inh 1, LMPTP inh -1.4, SUMO1-SIM PPI -1, Rin1-Abl PPI inh 3 and Rpn11 block inactive.
COc1ccc(OC)c(NC(=O)CCn2ccnc2)c1 was read as Neddylation inh inactive, STEP inh -2, NadD inh -3, DNMT1 block 0, Scp1 inh -8, CSN deneddyl inh -4, LMPTP inh 0.9, SUMO1-SIM PPI 1, Rin1-Abl PPI inh -1 and Rpn11 block inactive.
Screening CCOc1ccc(CN2CCN(Cc3cnn(CC)c3C)CC2CCO)cc1 (stereo not drawn) returned Neddylation inh inactive, STEP inh -3, NadD inh 2, DNMT1 block 3, Scp1 inh -3, CSN deneddyl inh -3, LMPTP inh 0.6, SUMO1-SIM PPI 2, Rin1-Abl PPI inh 1 and Rpn11 block inactive.
`COc1ccc(N2CCC(CNC(=S)Nc3cc(C)cc(C)c3)C2)cc1` (stereo not drawn) gave Neddylation inh inactive, STEP inh 2, NadD inh 0, DNMT1 block -10, Scp1 inh 4, CSN deneddyl inh 5, LMPTP inh 2.3, SUMO1-SIM PPI 2, Rin1-Abl PPI inh -2 and Rpn11 block inactive.
CCC(=O)OCC(=O)c1c(N)n(Cc2ccccc2)c(=O)n(C)c1=O was read as Neddylation inh inactive, STEP inh -2, NadD inh 3, DNMT1 block 1, Scp1 inh -13, CSN deneddyl inh 3, LMPTP inh 0.0, SUMO1-SIM PPI -3, Rin1-Abl PPI inh -2 and Rpn11 block inactive.
For Cc1ccc(C)c(S(=O)(=O)N/N=C/c2ccc(N(C)C)cc2)c1 the results were Neddylation inh inactive, STEP inh 3, NadD inh 0, DNMT1 block -5, Scp1 inh -4, CSN deneddyl inh -4, LMPTP inh 1.3, SUMO1-SIM PPI 0, Rin1-Abl PPI inh -1 and Rpn11 block inactive.

Among those listed so far, 2 have a furan ring, fused or not.
`CC(=O)Nc1ccc2nc(-c3ccco3)[nH]c2c1` gave STEP inh 0, NadD inh 5, DNMT1 block 0, Scp1 inh 0, CSN deneddyl inh 2, LMPTP inh 0.1, SUMO1-SIM PPI 4, Rin1-Abl PPI inh -5 and Rpn11 block inactive.
`Cc1ccc(-n2nc(C)c3c2OC(N)=C(C#N)C3c2ccc(C)o2)cc1` (stereo not drawn) gave Neddylation inh inactive, STEP inh 0, NadD inh -1, DNMT1 block -15, Scp1 inh -8, CSN deneddyl inh -2, LMPTP inh 1.0, SUMO1-SIM PPI -13, Rin1-Abl PPI inh 1 and Rpn11 block inactive.
